Tb PFK block – T. brucei PFK enzyme inhibition; Potency, µM (highest dose often 57.5 µM), for the others: top-dose activity, negative = inhibition, usual class: inhibitors; AID 485367; actives 0.17% (n = 330,000); T. brucei PFK, ADP-Glo luminescence; O15648;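 further: potency means the concentration at half of the fitted maximal effect; 0% = uninhibited 1x PFK enzyme wells and -100% = no-enzyme wells; nearly all actives have a fitted effect of over 60% in size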
Target sequence (O15648 whole entry, looked up): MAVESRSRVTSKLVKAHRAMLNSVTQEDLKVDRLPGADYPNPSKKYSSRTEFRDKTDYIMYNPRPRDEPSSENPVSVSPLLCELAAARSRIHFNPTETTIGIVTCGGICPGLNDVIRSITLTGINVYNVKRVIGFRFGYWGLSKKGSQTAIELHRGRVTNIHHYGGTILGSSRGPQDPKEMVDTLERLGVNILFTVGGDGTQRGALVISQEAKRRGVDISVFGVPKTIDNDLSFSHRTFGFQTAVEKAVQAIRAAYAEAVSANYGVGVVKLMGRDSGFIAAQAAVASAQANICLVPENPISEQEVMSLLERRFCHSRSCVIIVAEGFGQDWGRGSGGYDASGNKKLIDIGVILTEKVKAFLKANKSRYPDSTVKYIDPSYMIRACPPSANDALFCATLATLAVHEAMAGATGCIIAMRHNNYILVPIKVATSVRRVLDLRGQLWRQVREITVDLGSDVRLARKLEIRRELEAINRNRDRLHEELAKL
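PFK 1.25 nM, F6P 0.5 mM, ATP 0.1 mM, 0.1 M TEA pH 8.0, 5 mM MgCl2, 0.01% Tween20, 0.1% BSA; 45 min RT. ADP-Glo readout. qHTS titration up to 57 uM; curves fitted, compounds curve-classed.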
Rab9 promoter act – activates the Rab9 promoter; Huh7 Rab9 promoter-luciferase reporter, luminescence, 24 h; Potency, µM (series often up to 9.22 µM), without a hit: at the highest dose activation, negative = inhibition, usual class: activators; actives 2.8% (n = 320,000); AID 485297; further: potency means the concentration at half of the fitted maximal effect; % of control where 0% means no effect; nearly all actives have a fitted effect of over 60% in size
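Huh7 cells stably carrying a Rab9 promoter-luciferase reporter, 1500 cells per well in OP-MEM I with 10% FBS, treated with compound 24 hours at 37C. Luciferase activity read by luminescence after 10 minutes with Amplite reagent.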
FBPA coupling cs – coupling enzyme interference in Giardia aldolase counter-screen; coupling enzyme system counterscreen, AmpLite Red fluorescence; activity change, negative = inhibition, % at 58.2 µM, hits read low; actives 0.67% (n = 290,000); AID 2472; in the data active means activity change below about -30%; further: on the % scale 0 is the no-effect control and ±100 the full control effect
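Final compound at 57.5 uM, incubated 10 min at RT with coupling enzyme reagent (glyceraldehyde-3-phosphate), then 20 min with substrate and AmpLite Red detection. Fluorescence read at 525/598 nm; tests interference with the coupling assay, not aldolase inhibition.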
NPC1 prom act – NPC1 promoter activation | Potency, µM (doses to about 9.22 µM), for the others: at the top dose activation, usual class: activators | actives 2.4% (n = 320,000) | Huh7 NPC1 promoter luciferase reporter, 24 h | AID 485313;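 further: potency means the concentration at half of the fitted maximal effect; % of control where 0% means no effect; nearly all actives have a fitted effect of over 60% in size; reporter is driven by a mutant NPC1 promoter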
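In 1536-well qHTS, Huh7 cells harboring an NPC1 promoter–luciferase construct received compound for 24 h; activation was quantified by luminescence following luciferase reagent addition.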
RORgamma inh – blocks mouse ROR gamma transcriptional activity. P51450. Drosophila S2 Gal4-RORgamma UAS-luciferase reporter, 20 h. Potency, µM (highest dose often 53.6 µM), without a hit: top-dose activity change, negative = inhibition, most hits filed as inhibitors. actives 5.4% (n = 310,000); further: potency means the concentration at half of the fitted maximal effect; on the % scale 0 is the no-effect control and ±100 the full control effect; nearly all actives have a fitted effect of over 60% in size
Target sequence (P51450 whole entry, looked up, the tested form may be a part): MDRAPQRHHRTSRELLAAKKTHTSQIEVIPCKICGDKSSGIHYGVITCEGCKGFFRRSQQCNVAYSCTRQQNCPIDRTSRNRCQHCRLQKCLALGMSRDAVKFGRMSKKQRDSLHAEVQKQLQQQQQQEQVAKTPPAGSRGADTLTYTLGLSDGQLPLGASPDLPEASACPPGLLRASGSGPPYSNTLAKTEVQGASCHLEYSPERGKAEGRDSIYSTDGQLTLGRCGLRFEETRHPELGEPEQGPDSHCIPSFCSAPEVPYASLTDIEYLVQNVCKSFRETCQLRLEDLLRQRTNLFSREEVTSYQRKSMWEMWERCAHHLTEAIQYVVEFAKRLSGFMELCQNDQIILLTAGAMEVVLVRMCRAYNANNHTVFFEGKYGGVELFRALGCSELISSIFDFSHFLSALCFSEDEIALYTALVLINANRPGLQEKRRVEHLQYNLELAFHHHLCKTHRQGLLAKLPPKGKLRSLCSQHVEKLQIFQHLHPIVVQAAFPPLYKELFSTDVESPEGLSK
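Luminescence from a UAS-regulated Photinus luciferase reporter in stably transfected Drosophila Schneider cells is measured; decreased signal marks ROR gamma inhibition. Fusion expression is induced by 700 uM copper sulfate for 20 hr.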
FLuc modulator – inhibits or activates purified firefly luciferase, miR-21 counter-screen; P08659; purified FLuc, Km substrates, luminescence inhibition; Potency, µM (titrated, usually from 57.5 µM), inactives show at the top dose activity change, negative = inhibition, most hits filed as inhibitors; actives 6.9% (n = 360,000); AID 588342;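 further: potency means the concentration at half of the fitted maximal effect; plate controls were vehicle for no effect and reference inhibitor for full effect; nearly all actives have a fitted effect of over 55% in size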
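Purified P. pyralis luciferase (10nM final) with 10uM D-luciferin and 10uM ATP (Km levels) in 50mM Tris acetate pH 7.5, 10mM Mg acetate, 0.01% Tween-20, 0.05% BSA; qHTS 6-point titration, ~60 µM downward; luminescence read.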
VP16 counter – inhibits Gal4-VP16 luciferase reporter, ROR gamma counter-screen; Drosophila S2 Gal4-VP16 UAS-luciferase, luminescence, 20 h; Potency, µM (doses to about 53.6 µM), inactives show top-dose activity, negative = inhibition, actives largely listed as inhibitors; actives 3.5% (n = 310,000);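 further: Gal4-VP16 expression switched on by copper sulfate through the metallothionein promoter; potency means the concentration at half of the fitted maximal effect; on the % scale 0 is the no-effect control and ±100 the full control effect; nearly all actives have a fitted effect of over 50% in size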
KCNH2 3.1 block – KCNH2 3.1 (human) potassium channel inhibition; U2OS KCNH2 3.1, thallium flux FluxOr; hits give low values; activity change, % (tested at about 1.8 µM); actives 0.95% (n = 340,000); AID 720553;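 active means maximum activity change below -70%; inconclusive means maximum activity change from -70% to -50%; inactive means maximum activity change above -50%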;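 further: thallium influx rate constant from kinetic fluorescence after stimulation buffer; on the % scale 0 is the no-effect control and ±100 the full control effect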
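We transduce U2OS cells with the mutant 3.1 virus, culture them overnight, load FluxOr with Red40 quencher for 45 min, then add stimulation buffer and read kinetically for 2 min to derive a normalized rate constant.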
Giardia killer – kills Giardia lamblia. Giardia lamblia trophozoite viability. actives 0.15% (n = 340,000). activity change, % at 7.66 µM, hits read low; in the data active means activity change below about -80%; inconclusive means between about -30% and that limit;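 further: parasites exposed to compound for two days anaerobically before the ATP read; on the % scale 0 is the no-effect control and ±100 the full control effect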
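ATP-content bioluminescence gauges trophozoite survival. Cells (100/well) receive compound and incubate anaerobically for 48 hrs at 37 deg C; detection reagent follows for 15-30 min at room temperature.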
uPA surface inh – inhibitors of cell surface uPA generation. cell surface uPA generation assay, qHTS. Potency, µM (top dose mostly 38.3 µM), inactives show top-dose activity change, negative = inhibition, actives largely listed as inhibitors. actives 0.31% (n = 330,000); active means well fitted inhibition curve with a large enough effect; inconclusive means small, poorly fitted or top-dose-only effect; inactive means no such curve, though single readings can be large or run the other way; tested in mouse RAW 264.7 cells; further: potency means the concentration at half of the fitted maximal effect; on the % scale 0 is the no-effect control and ±100 the full control effect; nearly all actives have a fitted effect of over 55% in size
ELG1 genotox – inducers of genotoxicity in HEK293T ELG1-luciferase cells | HEK293T ELG1-luciferase reporter, luminescence, 16 h | Potency, µM (titrated, usually from 46 µM), without a hit: at the highest dose activity change, positive = activation, actives largely listed as activators | actives 1.3% (n = 330,000) | AID 504466; further: potency means the concentration at half of the fitted maximal effect; % of control where 0% means no effect; nearly all actives have a fitted effect of over 60% in size
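DMSO vehicle served as control against compound-treated ELG1-luciferase HEK293T cells; exposure lasted 16 hr at 37 °C and 5% CO2, followed by ONE-Glo luminescence detection after 30 min.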
An asterisk follows results filed as active; ? = inconclusive; . = not tested or not shown; [ ] = another dose, or the depositor's remark. Unless noted, the call rests on the fitted dose curve; in most records, active means well fitted curve in the direction sought with a large enough effect; inconclusive means small, poorly fitted or top-dose-only effect, or another doubt; inactive means no such curve, though single readings can be large; an effect the other way counts as inactive or inconclusive.

canonical_smiles,FBPA coupling cs,RORgamma inh,Giardia killer,Tb PFK block,KCNH2 3.1 block,ELG1 genotox,FLuc modulator,NPC1 prom act,Rab9 promoter act,VP16 counter,uPA surface inh
Cc1ccc(S(=O)(=O)NCCC(=O)OCC(=O)Nc2cccc(Cl)c2)cc1,.,.,9,-26%,4,6%,2%,-4%,-4%,.,9%
COc1ccccc1Nc1ccc([N+](=O)[O-])cc1N,-6,-13%[10 µM],6,-2%,-14,-1%,-3%,2%,-5%,-1%,-17%
CC(C)(C)[C@@H]1COC(=O)[C@H](Cc2ccc(F)cc2)CC/C=C\C[C@@H](CC(=O)NCCO)C(=O)N1,.,.,-3,0%,5,2%,.,.,.,.,-2%
CCC(CC)c1nnc(NC(=O)COc2ccc3c(C)cc(=O)oc3c2)s1,.,-3%,-6,0%,-14,2%,0%,-1%,-6%,-16%,.
CN1CCN(c2ccccc2NC(=O)c2ccc(N3CCCCC3)c([N+](=O)[O-])c2)CC1,-3,?,0,-22%,3,-10%,-6%,1%,-6%,-12%,-11%
CCc1ccc(C2=NN(CCC(=O)NCc3cccs3)C(=O)CC2)cc1,2,?,-25,-1%,4,3%,-11%,0%,-1%,-22%,10%
CC1(C)Cc2nc3oc4c(=O)n(CC(=O)Nc5ccccc5)cnc4c3cc2CO1,-4,30%,-15,10%,.,1%,0%,1%,-2%,3%,4%
CC(C)(C)NC(=O)COC(=O)/C=C/c1ccc(F)cc1,5,22%,-21,0%,3,2%,-14%,-3%,-4%,?,1%
CN(CC(=O)Nc1ccccc1C(F)(F)F)C(=O)Cn1c(=O)oc2ccccc21,.,.,2,-1%,-7,-3%,0%,-1%,-5%,.,-4%
Cc1ccc(CNC(=O)C2CCN(S(=O)(=O)c3ccc(Br)s3)CC2)cc1,0,10%,-7,0%,-14,-3%,3%,-2%,-1%,-16%,2%
CCOC(=O)c1c(C)c(C)n(Cc2ccc(OC)c(OC)c2)c1C,-1,34%,8,-8%,5,14%,-1%,-9%,-2%,-7%,4%
Cc1ccc(C(=O)NS(=O)(=O)c2ccccc2)cc1,6,-7%,1,1%,12,4%,-15%,-1%,-2%,-18%,3%
COc1ccc(C(=O)NC(=S)NCc2cccnc2)cc1Br,1,?,-11,2%,0,-3%,0%,-9%,2%,?,13%
COCCSc1nnc(NC(=O)c2cc(OC)c(OC)cc2[N+](=O)[O-])s1,0,31%,-19,2%,2,-1%,-2%,-1%,2%,0%,6%
CCOc1ncccc1C(=O)Nc1ccc(OC)c(S(=O)(=O)N2CCOCC2)c1,.,.,31[activator],-4%,2,1%,4%,-2%,-1%,.,-7%
COc1ccc2sc(C)nc2c1NC(C)=O,-1,-3%,-9,-3%,-1,0%,2%,-2%,-3%,4%,4%
Cc1ccccc1SCC(=O)NCC(c1ccc(F)cc1)N1CCOCC1 (stereo unspecified),.,.,-8,-6%,0,-3%,.,.,.,.,-4%
N#C/C(=C\C=C\c1ccccc1[N+](=O)[O-])C(=O)NCc1ccccc1,1,14µM*,-7,11%,3,-33%[inhibitor],6%,-10%,3%,?,-5%
CCOc1ccccc1NC(=O)C(OC(=O)c1cnccn1)c1ccccc1 (stereo unspecified),.,.,-15,-2%,7,0%,1%,-4%,-1%,.,11%
CCOC(=O)c1c(NC(=O)CCN2C(=O)c3cccc([N+](=O)[O-])c3C2=O)sc(C(=O)OC(C)C)c1C,0,13%,-9,4%,1,2%,0%,0%,-5%,-6%,1%
CC1CCc2c(C(=O)NCc3ccco3)csc2C1 (stereo unspecified),1,?,-5,1%,-8,12%,-32%,17%,20%,12%,1%
CCc1ccc(C(=O)COC(=O)CNC(=O)CNS(=O)(=O)c2ccccc2)cc1,.,-1%,-8,-3%,5,1%,19µM*,1%,3%,-1%,-4%
COc1ccc(S(=O)(=O)N(C)CC(=O)Nc2ccccc2SC)cc1Cl,-6,2%,-2,5%,-14,-4%,0%,1%,1%,-1%,-3%
Cc1cc2nn(-c3ccccc3)nc2cc1NC(=O)c1cccs1,-4,-7%,5,-4%,13,?,6µM*,?,2µM*,-3%,-9%
CCOC(=O)/C=C(C)\C=C\c1c[nH]c2ccccc12,-4,25%,-7,3%,1,6%,?,-2%,-9%,-13%,-6%
Cc1ccc(-n2c(O)c(/C=N/Nc3ccc(S(=O)(=O)N4CCOCC4)cc3[N+](=O)[O-])c3ccccc3c2=O)c(C)c1,-7,?,?,-11%,-5,-14%,24µM*,-7%,-15%,?,-5%
C=CCn1c(CCNC(=O)c2cccs2)nnc1SCC(=O)c1ccc(Cl)cc1,-3,-1%,-7,0%,-98*,-5%,-1%,0%,-3%,4%,.
CCCCN(C(=O)c1ccc(S(=O)(=O)N2CCCC2)cc1)C1CCS(=O)(=O)C1 (stereo unspecified),.,.,-4,-10%,4,-2%,-2%,1%,0%,.,2%
COc1ccc(S(=O)(=O)N2CCC(C(=O)N3CCN(C)CC3)CC2)cc1Cl,2,-21%,-13,-21%,5,-5%,-2%,-3%,-8%,-2%,-1%
CC1NC(=S)N(C2CCCCC2)C1=O (stereo unspecified),1,11µM*,11,-2%,-4,0%,0%,-4%,-1%,-5%,-5%
O=S1(=O)[C@H]2C[C@@H]3C=C[C@@]2(CN1Cc1ccc(Cl)cc1)O3,0,1%,3,4%,.,-5%,5%,-4%,-1%,-11%,-18%
O=C(O)CN1C(=O)/C(=C\c2ccc(OC(=O)c3ccco3)cc2)SC1=S,10,-19%,0,14%,16,-2%,7.6µM*,3%,-6%,7%,3%
Cc1ccc2c(CN3CCN(S(=O)(=O)/C=C/c4ccccc4)CC3)cc(=O)oc2c1,0,11%,41[activator],-2%,-89*,-4%,-4%,-2%,0%,-5%,0%
O=S(=O)(c1ccc(N2CCN(S(=O)(=O)c3ccccc3)CC2)nc1)N1CCCC1,5,-36%,5,-3%,-8,7%,-1%,1%,0%,-7%,6%
CCS(=O)(=O)c1ccc2oc(SCC(=O)NCc3ccccc3)nc2c1,-2,?,-17,-3%,-9,-1%,-1%,1%,-2%,-30%,2%
Cc1[nH]c2ccccc2c1C(=O)CN1C(=O)NC2(CCCCCC2)C1=O,.,.,14,-3%,-5,1%,1%,-3%,1%,.,16%
COc1ccccc1N1CCN(/N=C\c2cccnc2)CC1,0,23%,6,1%,16,5%,-18%,-3%,4%,3%,0%
CCOC(=O)CC(NC(=O)Cc1ccc(F)cc1)c1ccccc1Cl (stereo unspecified),6,8%,-16,8%,4,1%,1%,1%,-5%,11%,1%
CCc1cc2c(=O)c(-c3nc(C)cs3)coc2cc1O,-7,-21%,3,1%,-2,?,1.9µM*,2%,?,-8%,0%
COc1cc(C(c2c(C)[nH][nH]c2=O)c2c(C)[nH][nH]c2=O)ccc1OS(=O)(=O)c1ccccc1,-14,-22%,-3,-6%,-10,-1%,0%,0%,-2%,1%,-12%
CCn1ccc(C(=O)Nc2cccc(Cl)c2)n1,-1,1%,5,4%,.,?,11µM*,3.5µM*,1.4µM*,-14%,-2%
COc1ccccc1C1CC(=O)Nc2c1c(=O)n(C)c(=O)n2C (stereo unspecified),7,4%,0,-8%,-4,0%,-11%,-2%,1%,?,-4%
CCCCn1c(N)c(N(CC)C(=O)c2ccc(C)cc2)c(=O)[nH]c1=O,0,-27%,0,-10%,-20,-5%,2%,-2%,-1%,2%,2%
CN(CC(=O)Nc1ccc(S(=O)(=O)N2CCCC2)cc1)CC(=O)Nc1ccc(F)c(F)c1F,6,13%,-13,-9%,-39,-8%,-3%,-6%,0%,-10%,1%
O=C(c1ccc(Cl)cc1Cl)N1CCC(C(=O)N2CCOCC2)CC1,0,24%,2,0%,-22,4%,1%,0%,4%,1%,-4%
COc1cccc(OCc2nnc(SCC(=O)NNC(=O)C3CCCCC3)n2C)c1,2,8%,0,-7%,10,6%,-6%,0%,3%,0%,-2%
CC[C@]12c3[nH]c4cc(-c5ccco5)ccc4c3CCN1C(=O)[C@@H](CC(=O)NCC13CC4CC(CC(C4)C1)C3)C[C@@H]2C(=O)N1CCN(C(=O)C2CC2)CC1,.,.,-5,0%,12,-9%,.,.,.,.,?
CCn1cc(CN2CCC(n3nccc3NC(=O)c3ccccc3C)CC2)cn1,2,-7%,-6,13%,?,2%,2%,-1%,4%,1%,-4%
COc1ccc(/C=N/OC(=O)c2ccc(Cl)cc2)c(Cl)c1OC,0,27%,5,4%,-10,2%,-16%,2%,1%,-8%,4%
CCOC(=O)Cn1c(S(=O)(=O)Cc2ccc(Cl)cc2)nc(-c2ccccc2)c1-c1ccccc1,-1,12%,-9,-1%,-46,-7%,-1%,-10%,-11%,0%,-6%
O=C(c1cccnc1)N1CCN(S(=O)(=O)c2ccc3ccccc3c2)CC1,2,22%,4,1%,-15,-6%,-3%[2.3 µM],0%,-3%,-2%,4%

From PubChem
